Source: PubChem (Broad Institute)
LGR2 inh: Drosophila LGR2 receptor signaling inhibition. actives 0.35% (n = 380,000). AID 720647. HEK293 LGR2, CRE-luciferase, bursicon-stimulated, 4 h. inhibition, % at 9.99 µM;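 active means drop in luminescence signal, shown as inhibition above about 50% in the replicate tests, limit read from the data, passing the limit was not always enough; inconclusive means probably only some replicates passing the limit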;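 further: agonist challenge used bursicon conditioned medium at about half maximal strength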
EWS-Fli inh: inhibitors of EWS/Fli oncoprotein transcriptional activity; A673 NR0B1-luciferase reporter, viability-normalised; inhibition, % at 12.6 µM; actives 0.67% (n = 350,000); AID 651661;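 active means mean inhibition of at least 50% after viability correction, with every replicate also passing that limit; inconclusive means mean reaches 50% but only one of two replicates passes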;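 further: firefly luciferase signal divided by Alamar Blue viability fluorescence both relative to DMSO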
PAX8 reporter: lowers PAX8-driven luciferase in RMG-I cells | RMG-I TPO-luciferase reporter, SteadyGlo, 24 h | inhibition, % at 12.6 µM | actives 1.2% (n = 360,000) | AID 652154;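 active means mean replicate inhibition at least 60% with every replicate also reaching 60%; inconclusive means only one of the two criteria is met; inactive means mean below 60% and not all replicates reaching 60%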;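 further: luciferase light reporting Pax8 driven TPO promoter activity; plate controls were median of neutral control wells for no effect and mitoxantrone controls for full effect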
SIRT5 inh: sirtuin-5 (human) deacylase inhibition | Q9NXA8 | Purified SirT5, succinyl-peptide AMC, trypsin-coupled fluorescence | inhibition, % at 15 µM | actives 1.1% (n = 330,000) | AID 652115; in the data active means inhibition above about 15%; inconclusive means no clear call, values can overlap the other calls
Target sequence (Q9NXA8 whole entry, looked up): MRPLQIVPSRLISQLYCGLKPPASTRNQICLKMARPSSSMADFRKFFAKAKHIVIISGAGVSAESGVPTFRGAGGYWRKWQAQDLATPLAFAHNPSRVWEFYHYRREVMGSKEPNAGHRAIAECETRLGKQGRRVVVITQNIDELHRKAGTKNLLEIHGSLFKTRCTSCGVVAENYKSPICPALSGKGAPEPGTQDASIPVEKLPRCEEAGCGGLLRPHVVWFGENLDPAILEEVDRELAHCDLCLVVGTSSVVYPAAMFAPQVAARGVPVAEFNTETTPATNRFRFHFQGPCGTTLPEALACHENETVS
CASP6 VEID inh: inhibitors of human caspase-6; P55212; purified caspase-6, Z-VEID-R110 cleavage fluorescence; inhibition, % at 12.5 µM; actives 0.53% (n = 350,000);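 active means mean inhibition across replicates at least about 35%, with every replicate also reaching that limit, limit read from the data; inconclusive means only one of the two criteria met; inactive means neither criterion met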;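 further: 0% = median of neutral control wells and 100% = no fluorescence left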
Target sequence (P55212 24-179 limits assumed): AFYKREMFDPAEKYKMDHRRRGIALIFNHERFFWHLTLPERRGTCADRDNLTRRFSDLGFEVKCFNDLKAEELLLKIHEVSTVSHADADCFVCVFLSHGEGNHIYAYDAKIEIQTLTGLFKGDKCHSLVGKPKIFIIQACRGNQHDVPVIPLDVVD
Target sequence (P55212 194-293 limits assumed): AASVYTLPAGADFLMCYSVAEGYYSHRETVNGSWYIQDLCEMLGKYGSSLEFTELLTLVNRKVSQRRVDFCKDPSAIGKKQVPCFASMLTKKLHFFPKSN
ARNT TACC3 PPI: ARNT/TACC3 interaction disruption. actives 0.66% (n = 390,000). AlphaScreen His-ARNT PAS-B/GST-TACC3 binding, luminescence; TACC3 fragment carries E629A point mutation. AID 623870. inhibition, % at 9.99 µM;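 active means mean inhibition of replicates at least 50% and at least half of replicates each reaching 50%; inconclusive means half or more replicates reach 50% but mean below 50%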;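 further: 0% = complete ARNT plus TACC3 wells and 100% = ARNT alone without TACC3; many hits fall short of the cut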
DENV2 CPE: inhibitors of DENV2 cytopathic effect | DENV2-infected cells, cytopathic effect rescue, plate reader | AID 651640 | actives 1.7% (n = 350,000) | CPE inhibition, % at 9.99 µM; in the data active means CPE inhibition above about 20%, passing the limit was not always enough; inconclusive means no clear call, values can overlap the other calls; tested in BHK-21 cells;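 further: 0% = median of neutral control wells and 100% = median of positive control wells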
* marks the source's active call; other numbers are inactive results; ? = inconclusive; . = no result given; & = joins results of further samples.

Below each SMILES – LGR2 inh | EWS-Fli inh | PAX8 reporter | SIRT5 inh | CASP6 VEID inh | ARNT TACC3 PPI | DENV2 CPE
O=C(Nc1cccc(S(=O)(=O)N2CCOCC2)c1)c1ccc(=O)[nH]c1
→ -18 | 0 | -22 | -2 | 1 | . | ?
O=C(O)Cc1ccc(O)c(O)c1
→ -6 | 3 | -7 | 3 | 3 | -2 | 2
COc1ccc(N2C(=NC(=O)C3CCCCC3)SC3CS(=O)(=O)CC32)cc1 (stereo not given)
→ 4 | . | -5 | 0 | -3 | 0 | 20
Clc1ccc(CNc2ccccn2)cc1
→ -17 | -40 | -96 | -2 | 0 | 5 | 3
CCCc1cc(=O)[nH]c(SCC(=O)N2CCc3ccccc3C2)n1
→ 14 | -4 | 5 | -2 | 2 | -3 | -4
O=C(COc1ccc(Br)cc1Cl)NC(=O)NCc1ccccc1
→ 2 | 6 | -29 | -1 | 0 | -3 | 3
COc1ccc(OC)c(C(C)NC(=S)Nc2ccc(S(=O)(=O)Nc3ncccn3)cc2)c1 (stereo not given)
→ -4 | . | 7 | -2 | 2 | 0 | 50*
Cc1c(NC(=O)CCCOc2ccccc2)cccc1[N+](=O)[O-]
→ 0 | . | . | -3 | 0 | -5 | .
CCCCCC(=O)Nc1nnc(CCc2ccccc2)s1
→ -19 | -9 | -1 | 2 | 1 | 1 | -3
CCn1c(=O)c([N+](=O)[O-])c(NCc2ccco2)c2ccccc21
→ 16 | 11 | -14 | -3 | -2 | . | -1
CCn1cc(/C=C(\NC(=O)c2ccccc2)C(=O)NCCCn2ccnc2)c2ccccc21
→ 23 | -1 | 5 | . | -3 | . | -6
Cn1c(C(=O)N2CCCC(Nc3ccc(F)cc3)C2)cc2ccccc21 (stereo not given)
→ -5 | -3 | 6 | 1 | 41* | 2 | -5
O=C(Cc1ccccn1)NCC[C@@H]1CC[C@@H](NS(=O)(=O)c2ccccc2)[C@H](CO)O1
→ 3 | -2 | -6 | 1 | 1 | 15 | 1
CCS(=O)(=O)Nc1ccc2c(c1)C(=O)N(C)[C@H]1CC[C@H](CC(=O)N3CCCCC3)O[C@@H]1CO2
→ -14 | 5 | 9 | -4 | 2 | -7 | -3
CCC(C)c1ccc(S(=O)(=O)N2CC(=O)Nc3ccccc32)cc1 (stereo not given)
→ 2 | . | -31 | . | . | 6 | .
CCSc1nc2ccccc2c(=O)n1Cc1ccc(F)cc1
→ 22 | 2 | -5 | -5 | 0 | -4 | 7
CCOCCc1nn2c(=O)cc(CSCC(=O)Nc3cc(C)cc(C)c3)nc2s1
→ 0 | . | 5 | -3 | 1 | 25 | 0
CCN1C(=NCCOC)N[C@@H](c2cccc(C(F)(F)F)c2)C(C(=O)OC)=C1C
→ 3 | -11 | 13 | -2 | 1 | -11 | -9
CN(C)S(=O)(=O)c1ccc(C(=O)NCC(=O)N/N=C/c2ccccc2)cc1
→ 0 | 7 | 0 | 0 | 3 | . | 9
CO[C@@H]1CN(C)C(=O)c2ccc(NC(=O)c3cc(C)on3)cc2OC[C@@H](C)N(C(C)=O)C[C@@H]1C
→ 9 | 1 | . | 1 | 1 | -9 | -7
Cc1cc(=O)oc2cc(Oc3ccc([N+](=O)[O-])cc3[N+](=O)[O-])ccc12
→ 7 | . | 14 | . | . | 1 | .
CC1=NN(c2ccccc2)C(=O)C1N=Nc1ccccc1 (stereo not given)
→ -81 | -16 | -97 | 1 | 0 | . | -3
Cc1cc(N)n(-c2ccc(S(=O)(=O)N3CCCC3)cc2[N+](=O)[O-])n1
→ 16 | 7 | 2 | 1 | -2 | 0 | -4
Cc1ccc(C)[n+](CC(=O)c2ccc(-c3ccccc3)cc2)c1
→ 17 | 17 | 26 | 11 | -9 | -11 | 1
CCCN(CCC)S(=O)(=O)c1ccc(Cl)c([N+](=O)[O-])c1
→ 84* | 54* | -5 | 14 | 9 | 30 | .
CCCc1nc(SCC(=O)N2CCOCC2)c2c(C)c(C)sc2n1
→ 13 | 14 | 4 | -5 | . | . | 1
COc1ccc(CCN2CN(S(=O)(=O)c3ccccc3)c3nc4ccccc4nc32)cc1OC
→ -8 | . | 13 | . | . | -10 | .
O=C(CCc1nnc(CCC2CCCCC2)o1)NCc1ccon1
→ -29 | -10 | -2 | 0 | 0 | -4 | -7
Cc1cc(C(=O)Nc2ccc3c(c2)C(=O)N(C)[C@H]2CC[C@H](CC(=O)NCc4ccc(-c5ccccc5)cc4)O[C@@H]2CO3)no1
→ 3 | 6 | 19 | 1 | 2 | 7 | 3
CO[C@H]1CN(C)C(=O)c2cc(NC(=O)c3ccccc3F)ccc2OC[C@H](C)N(C(C)=O)C[C@H]1C
→ -12 | 16 | -34 | 0 | -3 | -3 | .

Additional compounds:
Below each SMILES – LGR2 inh | EWS-Fli inh | PAX8 reporter | SIRT5 inh | CASP6 VEID inh | ARNT TACC3 PPI | DENV2 CPE
CNC[C@@H]1OCCCC[C@H](C)Oc2ccc(NC(=O)NC3CCCCC3)cc2C(=O)N([C@@H](C)CO)C[C@H]1C
→ -8 | 0 | -6 | . | . | . | .
CCc1ccc(NC(=O)c2ccc(OC)c([N+](=O)[O-])c2)cc1
→ -6 | . | -17 | . | . | -6 | .
CCC(NC(=O)c1cncc(Br)c1)c1ccccc1 (stereo not given)
→ 1 | 0 | -1 | -1 | 0 | -3 | -4
CN(c1ccccc1)S(=O)(=O)c1ccc(Cl)c(C(=O)Nc2nc3ccccc3[nH]2)c1
→ 2 | . | 16 | . | . | 3 | .
c1ccc(-c2nc3c4ccccc4ccn3c2CC2CCCCC2)cc1
→ 3 | 1 | 7 | 0 | 3 | . | -11
COC(=O)C1=C(C)N(Cc2ccc(F)cc2)C(=S)NC1c1cccc(Br)c1 (stereo not given)
→ 7 | -4 | 2 | 1 | 0 | . | 8
COC(=O)[C@H](Cc1c[nH]c2ccccc12)NC(=O)CCCc1c[nH]c2ccccc12
→ -4 | 17 | 17 | -3 | 2 | 1 | -2
O=C(c1ccccc1)N1CC2(C1)[C@@H](c1ccccc1)[C@@H](CO)N2Cc1cc(F)ccc1F
→ 0 | 3 | 0 | 6 | 2 | . | -4
O=C(Nc1ccccc1N1CCOCC1)c1cccc(F)c1
→ -4 | -9 | 6 | -2 | 1 | -2 | -5
S=C(Nc1ccc(Br)cc1)N1CCn2cccc2C1c1cccnc1 (stereo not given)
→ -1 | 4 | -5 | -7 | 1 | -1 | .
Cc1ccc(NC(=S)NN(C)c2cc(C)nc(C)n2)cc1
→ -5 | -1 | 42 | 4 | -3 | -2 | ?
CC1(C(=O)Nc2ccc3[nH]ncc3c2)CCN1C(=O)C1(c2ccccc2)CC1 (stereo not given)
→ 4 | 0 | -4 | 1 | . | . | 1
Cc1ccc(S(=O)(=O)N(CC(=O)O)c2ccc(Cl)c(C(F)(F)F)c2)cc1
→ 16 | -1 | -7 | 3 | 1 | -15 | 2
CCCOC(=O)c1c(NC(=O)C2CCCO2)sc(C(=O)OC)c1C (stereo not given)
→ . | 2 | 5 | -7 | -4 | -5 | 5
Cc1noc(C)c1S(=O)(=O)Nc1cccc2c1O[C@@H](CN(C)Cc1ccccc1)[C@@H](C)CN([C@H](C)CO)C2=O
→ -10 | 3 | -12 | 1 | 2 | 9 | 16
Cc1cc(=O)n2nc(N3CCC(C(=O)NCc4ccccc4)CC3)sc2n1
→ -11 | -5 | -9 | 1 | 2 | 5 | 4
CCCCn1c(/C=N/Nc2nc3ccccc3[nH]2)nc2ccccc21
→ 14 | . | 7 | . | . | 6 | .
COc1ccc([C@H]2N[C@]3(CCCN(Cc4ccc(Br)cc4)C3=O)[C@H]3C(=O)N(Cc4ccccc4)C(=O)[C@@H]23)cc1
→ -21 | -1 | 5 | -4 | -3 | . | ?
COc1ccc(S(=O)(=O)N(C)C[C@@H]2OCCCC[C@@H](C)Oc3ccc(NC(=O)Nc4c(C)noc4C)cc3C(=O)N([C@@H](C)CO)C[C@H]2C)cc1
→ -3 | -13 | 5 | 12 | -1 | -1 | -13
O=C(CNC(=O)OCc1ccccc1)NC1CCCCCC1
→ 20 | 4 | 4 | -2 | 1 | 8 | -2
Cc1ccnc(NC(=O)c2oc3ccccc3c2C)c1
→ 33 | 48 | . | -1 | -1 | -1 | -2
Cc1ccccc1-c1noc(-c2ccccc2C(=O)O)n1
→ -23 | -17 | -5 | 4 | 9 | 4 | -5
CC(C)Nc1ccc(C(CC(N)=O)NC(=O)Cc2ccc(Cl)cc2)cc1[N+](=O)[O-] (stereo not given)
→ 15 | 4 | 25 | . | -4 | -3 | 2
Cc1ccccc1N1CCN(C2CCCN(C(=O)c3ocnc3C)C2)CC1 (stereo not given)
→ -2 | -7 | 17 | -2 | 1 | -3 | ?
NCCCCCNC(=O)[C@H]1C[C@H]2C(=O)NCC(=O)N2[C@H]1c1cccc(OCCO)c1
→ . | -5 | 0 | 2 | 1 | . | -7
O=C(c1ccc(Br)cc1)N(c1ccccn1)C1CCCCC1
→ 11 | 10 | 3 | -4 | 0 | -1 | -5
CC(=O)Nc1cc2cc(NS(=O)(=O)c3ccc(Cl)cc3)ccc2oc1=O
→ -3 | -4 | -18 | -2 | 0 | 6 | 7
O=C(Nc1ccc(F)cc1)N1CCCCN2[C@H](CO)[C@H](c3ccc(-c4ccccc4F)cc3)[C@H]2C1
→ . | 3 | 64* | -7 | -1 | 18 | -4
Cc1cc(C)n2c(Nc3c(C)cccc3C)c(-c3cccnc3)nc2n1
→ 26 | -15 | 11 | . | -1 | . | -3
COCCCNC(=O)c1ccccc1-c1cc(C)no1
→ -7 | -13 | 7 | -1 | 1 | -1 | -2

(cont.)
Below each SMILES – LGR2 inh | EWS-Fli inh | PAX8 reporter | SIRT5 inh | CASP6 VEID inh | ARNT TACC3 PPI | DENV2 CPE
O=C(O)CCn1c(O)c(C=C2N=c3ccccc3=N2)sc1=S
→ -1 | 49 | 25 | 4 | 35* | 8 | -6
CC(=O)N(C[C@@H]1[C@@H](c2ccc(C3=CCCC3)cc2)[C@@H](CO)N1CC1CC1)C(C)C
→ -18 | -1 | . | 1 | 0 | . | 9
CCC(CNc1cc(OC)cc2cccnc12)NC1CCCCC1 (stereo not given)
→ 30 | -11 | 29 | 3 | 71* | . | 8
C/C=C/c1ccccc1[C@H]1[C@@H](C#N)N(c2ncc(CC)s2)[C@@H]1CO
→ -11 | 2 | . | 1 | 3 | . | 1
Cc1cc(C)c(NC(=O)CCCCCNC2CCCCC2)c(C)c1
→ 6 | -16 | 17 | -2 | -4 | -5 | 14
COc1ccccc1-c1cn(CC[C@H]2CC[C@H](NC(=O)C3CCC3)[C@H](CO)O2)nn1
→ 11 | 2 | -11 | 0 | 2 | -16 | 35*
CC(C)C[C@H](NC(=O)c1nc[nH]c1C(=O)N1CCN(C(=O)OC(C)(C)C)CC1)C(=O)OCc1ccccc1
→ 16 | 24 | -25 | . | 1 | 15 | -4
CC(=O)n1cc([C@H]2C=C(C(=O)N3CCOCC3)O[C@@H](OCCCCO)C2)c2ccccc21
→ -6 | 18&13 | 10&3 | -3&-2 | -5&1 | 0 | 2&5
N=c1sccn1CC(=O)Nc1cc(S(=O)(=O)N2CCCCC2)ccc1Cl
→ 13 | 9 | 7 | 2 | -7 | 6 | ?
CCOc1cc(/C=C2\NC(=O)NC2=O)cc([N+](=O)[O-])c1O
→ 9 | 15 | 4 | 5 | 3 | 23 | 1
Cc1cc2c(cc1S(=O)(=O)N1CC(C)CC(C)C1)OCC(=O)N2 (stereo not given)
→ -1 | 0 | 5 | -1 | 0 | 2 | 3
CC(=O)c1cc(-c2ccc(F)cc2)n(CCC(=O)Nc2cccnc2)c1C
→ -8 | . | -20 | . | . | -1 | .
CCOC(=O)c1sc(N(Cc2ccccc2)C(=O)COC(=O)c2ccccc2O)nc1C
→ . | -8 | -37 | -1 | 4 | 1 | 13
COc1cccc(CN2CCC(Oc3ccc(C(=O)NCc4ccccn4)cc3)CC2)c1O
→ 2 | 4 | -1 | -1 | -2 | -2 | 0
